High-throughput results as filed in PubChem.
WRN helicase inh – WRN helicase (human) inhibition; Q14191; WRN helicase unwinding, fluorescent forked duplex, kinetic; Potency, µM (top dose mostly 114 µM), for the others: at the highest dose activity change, negative = inhibition, actives largely listed as inhibitors; 360,000 tested, 0.46% active; AID 651768; also: potency is read from the fitted curve at half-maximal effect; % is scaled to controls: 0 for no effect and ±100 for the full control effect; nearly all actives have a fitted effect of over 55% in size
Target sequence (Q14191 whole entry, looked up): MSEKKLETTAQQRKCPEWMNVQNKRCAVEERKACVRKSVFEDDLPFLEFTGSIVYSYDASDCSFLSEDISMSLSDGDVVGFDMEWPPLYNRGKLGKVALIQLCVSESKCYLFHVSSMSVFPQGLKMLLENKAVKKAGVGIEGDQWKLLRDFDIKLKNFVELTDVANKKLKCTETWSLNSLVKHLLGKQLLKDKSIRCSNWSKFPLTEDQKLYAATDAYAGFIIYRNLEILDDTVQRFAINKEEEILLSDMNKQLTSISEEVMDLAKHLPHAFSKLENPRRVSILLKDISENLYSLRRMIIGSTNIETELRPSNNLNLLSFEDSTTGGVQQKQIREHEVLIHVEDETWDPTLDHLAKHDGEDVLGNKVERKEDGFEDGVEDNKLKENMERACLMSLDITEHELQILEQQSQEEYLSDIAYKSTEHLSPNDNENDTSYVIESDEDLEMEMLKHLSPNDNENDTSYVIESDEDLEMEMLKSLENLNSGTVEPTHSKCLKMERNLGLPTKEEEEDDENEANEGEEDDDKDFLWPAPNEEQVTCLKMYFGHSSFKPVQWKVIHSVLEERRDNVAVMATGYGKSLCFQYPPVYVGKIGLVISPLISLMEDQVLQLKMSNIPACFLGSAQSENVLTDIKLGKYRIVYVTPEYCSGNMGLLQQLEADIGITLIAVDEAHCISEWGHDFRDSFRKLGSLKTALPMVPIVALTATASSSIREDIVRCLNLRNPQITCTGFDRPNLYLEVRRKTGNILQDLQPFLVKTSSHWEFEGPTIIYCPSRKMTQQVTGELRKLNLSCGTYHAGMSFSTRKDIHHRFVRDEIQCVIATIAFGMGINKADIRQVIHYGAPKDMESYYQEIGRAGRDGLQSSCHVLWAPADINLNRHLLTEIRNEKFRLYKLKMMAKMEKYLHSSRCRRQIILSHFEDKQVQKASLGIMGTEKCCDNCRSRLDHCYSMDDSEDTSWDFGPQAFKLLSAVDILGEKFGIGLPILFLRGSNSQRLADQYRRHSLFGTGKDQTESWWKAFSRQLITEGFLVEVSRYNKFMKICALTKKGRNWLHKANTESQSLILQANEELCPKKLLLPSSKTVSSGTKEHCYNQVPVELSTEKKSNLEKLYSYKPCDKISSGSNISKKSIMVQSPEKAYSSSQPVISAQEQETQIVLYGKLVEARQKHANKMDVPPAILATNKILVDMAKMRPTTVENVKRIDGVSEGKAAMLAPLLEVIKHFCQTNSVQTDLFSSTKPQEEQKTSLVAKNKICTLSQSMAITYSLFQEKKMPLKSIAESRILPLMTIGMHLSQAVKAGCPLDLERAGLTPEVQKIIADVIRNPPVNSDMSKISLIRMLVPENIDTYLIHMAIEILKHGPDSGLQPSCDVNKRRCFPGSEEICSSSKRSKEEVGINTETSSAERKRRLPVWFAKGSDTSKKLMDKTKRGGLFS
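Kinetic red-fluorescence monitoring (525/598 nm) tracks WRN helicase activity after 100 nM fluorophore-quencher forked duplex and 2 mM ATP are added to 20 nM enzyme pretreated 15 min at room temperature with compound.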
EPAC1 agonist – EPAC1 (human) agonism; EPAC1 agonist qHTS, biochemical assay; response scale: 100% = response to 6.5 mM cAMP; Potency, µM (titrated, usually from 154 µM), for the others: top-dose activation, hits mostly activators; 360,000 tested, 0.073% active; AID 720707; also: potency is read from the fitted curve at half-maximal effect; nearly all actives have a fitted effect of over 60% in size
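Nucleotide exchange by EPAC1 (100 nM) on Rap1B–BODIPY-GDP (250 nM) in the presence of 50 uM GDP is tracked fluorescently at 480/540 nm over 30 min. Signals are normalized to a 6.5 mM cAMP control.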
PI5P4K alpha inh – PI5P4K alpha (human) kinase inhibition; PI5P4Kalpha enzyme, ADP-Glo luminescence, 60 min; active compounds read low; AID 652105; 330,000 tested, 1.2% active; max response, %; P48426; active = max response of -50% or lower; inconclusive = between -30% and -50%; inactive = -30% or higher; also: value at the top dose of about 77 µM; % is scaled to controls: 0 for no effect and ±100 for the full control effect
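Quantitative HTS of the MLSMR library against PI5P4Kalpha with substrate. ATP added last at 5 microM final; room temperature, 60 minutes. Remaining ATP depleted, ADP converted and read as luminescence.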
EPAC2 antag – antagonists of human EPAC2; Q8WZA2; EPAC2 GEF exchange of Rap1B-BODIPY-GDP, fluorescence; Potency, µM (titrated, usually from 114 µM), for inactives: at the highest dose activity, negative = inhibition, usual class: inhibitors; 360,000 tested, 0.18% active; also: potency is read from the fitted curve at half-maximal effect; % is scaled to controls: 0 for no effect and ±100 for the full control effect; nearly all actives have a fitted effect of over 45% in size; many of its hits are not listed in these tables
EPAC1 antag – EPAC1 (human) antagonism; EPAC1 GEF assay, Rap1b-BODIPY-GDP exchange fluorescence; AID 720709; 360,000 tested, 0.14% active; Potency, µM (series often up to 115 µM), inactives show at the top dose activity change, negative = inhibition, actives largely listed as inhibitors; O95398;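 also: potency is read from the fitted curve at half-maximal effect; plate controls were vehicle for no effect and positive control for full effect; nearly all actives have a fitted effect of over 50% in size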
CCT modulator – cytosolic chaperonin activity modulation; AID 651819; activity change, % (test concentration not listed), hits read low; 360,000 tested, 0.3% active; purified chaperonin ATPase assay, HTRF ADP detection, 30 min; in the data active = activity change below about -30%; also: % is scaled to controls: 0 for no effect and ±100 for the full control effect
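First, chaperonin was dispensed at 40 nM or 20 nM final depending on batch activity. Next, compounds were pinned at 76 uM and ATP added at 10 uM. After 30 min at 37 °C, ADP detection reagents ran 30 min at ambient temperature.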
Mm-Cpn inhibitor – M. maripaludis TRiC chaperonin inhibition | Potency, µM (highest dose often 76.9 µM), inactives show at the highest dose activity, negative = inhibition, most hits filed as inhibitors | purified Mm-Cpn ATPase, ADP Transcreener TR-FRET | AID 504842 | 330,000 tested, 0.031% active; also: potency is read from the fitted curve at half-maximal effect; % is scaled to controls: 0 for no effect and ±100 for the full control effect; nearly all actives have a fitted effect of over 80% in size
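TR-FRET (320 nm excitation; 590 and 665 nm emission) reports ADP made from 10 uM ATP by 25 nM enzyme; compounds were preincubated 10 min, reaction run 30 min, both at 37°C.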
PLK1 PBD block – blocks phosphopeptide binding to human PLK1 polo-box domain; AID 720504; 360,000 tested, 2.8% active; Potency, µM, for the others: max response, negative = inhibition, hits mostly inhibitors; P53350; Plk1 PBD binding of FITC phosphopeptide, fluorescence polarization; also: potency is read from the fitted curve at half-maximal effect; series mostly up to about 57 µM; % is scaled to controls: 0 for no effect and ±100 for the full control effect; nearly all actives have a fitted effect of over 65% in size
* = called active by the depositor; ? = inconclusive; . = not tested or not shown; [ ] = another dose, or the depositor's remark. Unless noted, calls follow the shape of the dose curve; as a rule, active = well fitted curve in the direction sought with a large enough effect; inconclusive = small, poorly fitted or top-dose-only effect, or another doubt; inactive = no such curve, though single readings can be large; an effect the other way counts as inactive or inconclusive. The list is partial. The share of hits here may be higher or lower than overall.

SMILES | WRN helicase inh | EPAC1 agonist | PI5P4K alpha inh | EPAC2 antag | EPAC1 antag | CCT modulator | Mm-Cpn inhibitor | PLK1 PBD block
O=C(Cn1cc(Cl)c([N+](=O)[O-])n1)NCCC1=CCCCC1 | 8% | -6% | 0 | 4% | -7% | -0.2 | ? | 1%
CCCCc1nc2ccccc2[nH]1 | -35% | 5% | 4 | 1% | -16% | 0.7 | ? | -11%
Cc1ccc(C(=O)c2c3ccccc3[n+]([O-])n2[C@@H](C)C(N)=O)cc1 | -3% | 5% | ? | 7% | -26% | 2.2 | -2% | -12%
CC1CC(CC(=O)Nc2nc(-c3ccccc3)cs2)C(=O)O1 (stereo not drawn) | -1% | 11% | -1 | -7% | 2% | 2.2 | -6% | -18%
Cc1ccc(NC(=O)COC(=O)CCc2c(C)nc3ncnn3c2C)cc1C | 9% | 4% | 0 | 4% | 1% | -2.6 | 2% | -13%
CCC(C)(C)n1nnnc1C(c1cccnc1)N1CCN(c2cccc(C(F)(F)F)c2)CC1 (stereo not drawn) | -15% | 6% | 5 | -29% | ? | -12 | 2% | -3%
COc1cc(C(=O)Nc2ccc3c(c2)OCO3)c([N+](=O)[O-])cc1OC | -35% | 1% | -2 | -1% | 4% | -3.0 | 2% | -11%
CCC1CCCCN1c1nc(-c2cccc(OC)c2O)nc2ccccc12 (stereo not drawn) | -20% | 10% | . | -5% | -4% | 0.2 | 1% | -3%
CC(C)C1C(=O)N(Cc2cn(CCC3OCCO3)nn2)CCS(=O)(=O)N1Cc1ccc(-c2ccccc2)cc1 (stereo not drawn) | -13% | 4% | 14 | ? | -13% | 0.6 | . | -2%
CSc1ccccc1OCc1cc(C(=O)NCc2cccc(C)n2)no1 | -8% | -3% | -14 | -2% | -1% | -0.2 | ? | -2%
O=C1NC(=O)/C(=C\c2ccccc2OCc2cccc([N+](=O)[O-])c2)N1 | -6% | 1% | -5 | 10% | -24% | -0.6 | 0% | 3%
O=C(COc1ccc(-c2ccccc2)cc1)NNC(=O)Nc1ccc(F)cc1F | -16% | 1% | -16 | 8% | 1% | -0.7 | 1% | 0%
CC1(C)CC(O)C(CCC(O)c2ccccc2)C(C)(C)N1 (stereo not drawn) | 3% | -5% | 0 | -1% | -19% | -1.3 | 0% | -1%
O=C(N/N=C/c1ccc[nH]1)c1ccc(Cl)cc1 | -17% | -8% | 0 | -12% | -24% | -2.8 | -1% | -4%
Cn1c(CNC(=O)c2ccco2)nnc1SCC(=O)c1ccc(F)cc1 | 2% | 5% | 3 | 0% | -6% | 0.5 | 0% | -7%
CC(Sc1nc2sccc2c(=O)n1-c1ccccc1)C(N)=O (stereo not drawn) | -5%[57.1 µM] | 5% | ? | 0% | -14% | -2.6 | -2% | 1%
C=CCN(CC=C)C(=O)Cn1cnc([N+](=O)[O-])n1 | -7% | -8% | 3 | 9% | -3% | -1.5 | 0% | -5%
CC(=O)NC(CCS(C)(=O)=O)C(=O)Nc1cccc2ccccc12 (stereo not drawn) | 11% | -1% | 3 | 7% | 10% | -0.2 | -2% | 1%
CN(N)c1nc(N2CCCC2)nc(N2CCCC2)n1 | -27% | 3% | 2 | 10% | 8% | -11 | . | 5%
CSc1ccccc1NC(=O)CN(C)C(=O)CCc1c[nH]c2ccccc12 | 2% | -3% | -1 | 11% | 8% | 2.3 | 0% | -5%
O=C1C2CC=CCC2C(=O)N1c1n[nH]c(CCc2ccccc2)n1 (stereo not drawn) | 4% | 0% | . | 9% | 20% | 0.6 | -2% | -1%
CCc1ccc2nc(NC(=O)c3cc(C)on3)sc2c1 | -4% | 7% | 2 | -2% | -11% | -2.6 | 0% | -3%
O=C(CCn1c(=O)oc2ccccc21)N1CCN(c2ccccc2Cl)CC1 | 8% | 4% | 2 | 1% | -18% | -0.5 | 2% | -18%
O=C(N/N=C/c1cccs1)c1c[nH]c2ccccc12 | -14% | -2% | -7 | -1% | -20% | -2.9 | -1% | -3%
COC(=O)C1C(O)=CC(=O)CC1C (stereo not drawn) | 7% | 3% | -2 | -2% | 6% | -1.7 | 4% | -7%
CCN(CC)c1ccc(C(=O)NNC(=O)CCc2nc3ccccc3c(=O)[nH]2)cc1 | 6% | 7% | -7 | 4% | 19% | 1.7 | 3% | -1%
CN=C(Nc1ccc(Br)cc1)SC1CC(=O)N(c2ccc(OC)cc2)C1=O (stereo not drawn) | -6% | 0% | -8 | -3% | 6% | 0.2 | 3% | -2%
COc1cc(/C=C2\C(=N)N3N=C(S(C)(=O)=O)SC3=NC2=O)ccc1OCCOc1ccccc1C | 50µM* | 7% | -57* | -18% | ? | -4.9 | -2% | ?
O=C(CCNC(=O)C1CCN(S(=O)(=O)c2ccccc2)CC1)NCCc1cccc(F)c1 | -5% | -10% | 0 | -15% | -29% | 0.5 | -3% | -7%
Cc1c(N2C(=O)CS/C2=N\N=C\c2ccc(Cl)cc2)c(=O)n(-c2ccccc2)n1C | 7% | 2% | . | 2% | 0% | -1.7 | -3% | -10%

Five compounds drawn at random from those above, as already listed:
SMILES | WRN helicase inh | EPAC1 agonist | PI5P4K alpha inh | EPAC2 antag | EPAC1 antag | CCT modulator | Mm-Cpn inhibitor | PLK1 PBD block
CC(=O)NC(CCS(C)(=O)=O)C(=O)Nc1cccc2ccccc12 (stereo not drawn) | 11% | -1% | 3 | 7% | 10% | -0.2 | -2% | 1%
COc1cc(/C=C2\C(=N)N3N=C(S(C)(=O)=O)SC3=NC2=O)ccc1OCCOc1ccccc1C | 50µM* | 7% | -57* | -18% | ? | -4.9 | -2% | ?
CN(N)c1nc(N2CCCC2)nc(N2CCCC2)n1 | -27% | 3% | 2 | 10% | 8% | -11 | . | 5%
CSc1ccccc1NC(=O)CN(C)C(=O)CCc1c[nH]c2ccccc12 | 2% | -3% | -1 | 11% | 8% | 2.3 | 0% | -5%
O=C(N/N=C/c1cccs1)c1c[nH]c2ccccc12 | -14% | -2% | -7 | -1% | -20% | -2.9 | -1% | -3%

(continued)
SMILES | WRN helicase inh | EPAC1 agonist | PI5P4K alpha inh | EPAC2 antag | EPAC1 antag | CCT modulator | Mm-Cpn inhibitor | PLK1 PBD block
COC(=O)c1ccc(/C=N\N2CCN(c3ccccc3)CC2)cc1 | -3% | 13% | 1 | -8% | -16% | 0.0 | -4% | -4%
COC(C[C@@H]1O[C@H]1[C@@H](O)[C@@H](C)OCc1ccccc1)OC | -6% | 0% | 0 | 9% | -9% | 0.3 | -2% | -5%
Cc1ccccc1C(=O)N=c1ccn(-c2nc3ccccc3nc2NS(=O)(=O)c2ccccc2)cc1 | 3% | ? | -5 | 0% | 4% | -4.0 | ? | -8%
CC1=C(C(=O)N(C(C)C)C(C)C)CC(CC(=O)NCCCN(C)C)C(=O)N1Cc1ccccc1 (stereo not drawn) | 5% | -15% | -5 | 11% | 20% | 0.7 | . | -3%
CCc1ccc(NC(=O)C(=O)NCCOc2ccccc2Cl)cc1 | 0% | 9% | 15 | 2% | -12% | -1.0 | -1% | -11%
CC1CN(c2oc(-c3cccs3)nc2C#N)CC(C)O1 (stereo not drawn) | -30%[57.1 µM] | -6% | -3 | 2% | 11% | -0.1 | 1% | -9%
Cc1c(C(=O)OCC(=O)NCc2ccco2)oc2ccccc12 | -2% | 6% | -2 | 6% | 6% | -2.6 | 0% | 0%
COc1ccc(NS(=O)(=O)c2cccc(C(=O)NCc3ccccc3CN3CCOCC3)c2)cc1 | 3% | -3% | -2 | 4% | -2% | 2.7 | . | 1%
Cn1c(=O)[nH]c(=O)c2c1nc(NCc1ccccc1)n2CCCc1ccccc1 | -3% | 1% | 8 | 3% | -6% | -2.8 | 0% | -10%
COc1ccc(CN2CCN(CCc3ccccc3)C(CCO)C2)cc1Cn1cncn1 (stereo not drawn) | -2% | -9% | -1 | -5% | 10% | -3.2 | 1% | -19%
O=C(O)CCN1c2ccccc2Sc2ccccc21 | 4% | -7% | -4 | -4% | 2% | -2.4 | -4% | 0%
COC(=O)c1nn(-c2ccccc2)c(-c2ccccc2)c1C(=O)c1ccccc1 | -11% | 7% | 5 | -4% | -16% | -2.0 | -1% | -1%
Cn1cnnc1SCC(=O)NN1C(=O)NC(C)(c2ccccc2)C1=O (stereo not drawn) | 5% | 1% | -1 | 7% | -16% | -0.1 | 1% | 5%
COc1ccccc1Cc1c(-c2cccc(Br)c2)nc2ccc(Br)cn12 | -13% | -17% | -25 | 4% | -22% | -0.9 | . | -17%
Cc1ccc(C(=O)OCC(=O)NC(=O)c2ccc(C(C)(C)C)cc2)c(O)c1 | -2% | 8% | 6 | -3% | -4% | 0.3 | 3% | -6%
Cc1oc(-c2cc(F)ccc2F)nc1CN1CCCN(C(=O)c2ccco2)CC1 | 4% | 0% | 1 | 7% | 17% | 0.4 | 0% | 1%
CN(C)CCC1(C2=CCCC2)CC/C(=C/c2ccc(Cl)cc2)C1=O (stereo not drawn) | -2% | -5% | -1 | -2% | -4% | -1.7 | . | -4%
O=C1c2ccccc2C(=O)N1CCSc1ncn[nH]1 | -2% | -1% | -1 | 4% | 1% | -1.6 | 1% | -4%
Cc1ccccc1C(=O)N/N=C1\SCC(=O)N1Cc1ccco1 | -5% | 9% | 0 | 2% | 4% | -1.1 | 2% | -3%
O=c1[nH]c(SCc2ccc(OC(F)(F)F)cc2)nc2c1CCC2 | 16%[57.1 µM] | -14% | 0 | 2% | -21% | -1.4 | . | -16%
O=C(/C=C/c1cccc([N+](=O)[O-])c1)Nc1ccc(NC(=O)c2cccs2)cc1 | 1% | 8% | 1 | -1% | 12% | -0.2 | 2% | -19%
CC(=O)c1c(NC(=O)C(C)C)nc(C)nc1-c1ccccc1 | 5% | 1% | -6 | 7% | -3% | -0.8 | 3% | 5%
Cc1c(CBr)[n+](=O)c2c(n1[O-])C(Br)CCC2Br (stereo not drawn) | ? | -1% | -29 | 8% | 9% | -1.6 | 0% | 27µM*
CC(=O)Nc1ccc(C(=O)N2CCCCC2c2cc(C(=O)Nc3cccc(C#N)c3)no2)cc1 (stereo not drawn) | 4%[57.1 µM] | 1% | 0 | -6% | -8% | 0.2 | . | -6%
CN(C)S(=O)(=O)c1cccc(NC(=O)c2cccc(N3C(=O)CCC3=O)c2)c1 | 2% | 4% | -9 | 5% | -2% | 0.7 | 1% | -4%
O=C1C(C=Nc2ccccc2O)=C(O)c2ccccc21 | -15% | -6% | . | 7% | 3% | -3.9 | 1% | -4%
O=C(CNC(=O)COc1ccccc1)NCc1ccccc1F | 5% | 4% | -6 | 3% | -10% | -0.6 | 0% | -6%
